Bioassay records from PubChem BioAssay.
GPR55 antagonists: inhibition of LPI-stimulated GPR55 beta-arrestin translocation – imaging, U2OS, beta-arrestin-GFP, LPI agonist, primary screen (AID 2013); inhibition, % at 10 µM; hits with a dose series show IC50 in µM; U2OS GPR55 beta-arrestin-GFP translocation imaging, LPI antagonism; higher % means a stronger effect; actives 0.13% (n = 290,000);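 active = spots per cell inhibited over 60%, with over 100 cells counted and total cytoplasm intensity under 500,000; inconclusive = wells with under 100 cells, flagged as likely toxic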;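 note: U2OS cells stably carrying GPR55 and arrestin-GFP stimulated by 5 µM LPI near EC80; imaged beta-arrestin-GFP aggregate spots per cell after agonist stimulation; plate controls were LPI-stimulated DMSO wells for no effect and DMSO wells without LPI for full effect; some results filed as inactive read as strong as hits; confirmed hits need IC50 under 10 µM and bright autofluorescent wells are also inconclusive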
NTR1 agonist: NTR1-driven beta-arrestin-GFP spot formation – imaging, U2OS cells, high content, primary screen (AID 493036) | agonist mode | actives 0.17% (n = 330,000) | activation, % at 20 µM;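 active = activation at or above 40% of the spot to cytoplasm intensity ratio, with at least 20 cells analyzed; inconclusive = wells under 20 cells, flagged as cytotoxic or low count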;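 note: 0% = DMSO without peptide and 100% = 100 nM NTR1 peptide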
Target sequence (P30989 whole entry, looked up): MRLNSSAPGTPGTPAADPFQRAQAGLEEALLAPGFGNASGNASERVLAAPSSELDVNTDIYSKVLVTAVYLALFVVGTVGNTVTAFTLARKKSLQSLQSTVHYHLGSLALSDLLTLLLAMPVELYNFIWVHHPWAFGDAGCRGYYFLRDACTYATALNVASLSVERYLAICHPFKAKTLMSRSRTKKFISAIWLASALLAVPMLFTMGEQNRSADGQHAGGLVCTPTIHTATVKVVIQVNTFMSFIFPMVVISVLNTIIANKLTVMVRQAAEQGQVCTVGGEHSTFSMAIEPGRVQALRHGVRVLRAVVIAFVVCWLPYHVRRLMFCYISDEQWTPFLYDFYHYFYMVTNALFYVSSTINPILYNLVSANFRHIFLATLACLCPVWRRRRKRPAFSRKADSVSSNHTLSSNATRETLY
KOR beta-arrestin-1: kappa opioid receptor activators – cell-based, luminescence, uHTS, primary screen (AID 1777) | KOR beta-arrestin recruitment, luminescence; higher % means a stronger effect | activation, % at 10 µM, or EC50 in µM where a hit was titrated | actives 0.02% (n = 280,000); in the data active = activation above about 50%, passing the limit was not always enough; note: a part of the inactive calls stands beside numbers as strong as those of hits
GPR35 arrestin U2OS: inhibition of zaprinast-stimulated GPR35 beta-arrestin translocation – imaging, U2OS, beta-arrestin-GFP, zaprinast agonist, primary screen (AID 2058); actives 0.052% (n = 290,000); U2OS GPR35 beta-arrestin-GFP translocation imaging, zaprinast antagonism; higher % means a stronger effect; one-dose inhibition, % at 10 µM; IC50 in µM for titrated hits;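 active = inhibition of at least 50% with at least 30 cells and total cytoplasm GFP at most 10,000,000; inconclusive = under 30 cells or total GFP of 10,000,000 plus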
GPR55 beta-arrestin: GPR55 agonists via beta-arrestin recruitment, primary screen, imaging, U2OS cells, beta-arrestin-GFP redistribution (AID 1961). U2OS GPR55 beta-arrestin-GFP redistribution imaging; higher % means a stronger effect. activation, % at 10 µM; hits with a dose series show EC50 in µM. actives 0.048% (n = 290,000);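 active = activation above 40% with more than 50 cells counted in the well; inconclusive = wells holding fewer than 50 cells, flagged as toxic or sparse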;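 note: U2OS osteosarcoma cells stably expressing GPR55 and beta-arrestin-GFP; plate controls were DMSO negative control for no effect and LPI positive control for full effect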
Salmonella PhoP GFP: inhibitors of PhoP regulon expression, primary screen, Salmonella Typhimurium, GFP reporter (AID 1863); inhibition, % at 50 µM, or IC50 in µM where a hit was titrated; S. Typhimurium PhoP-regulated promoter GFP reporter, 4 h; higher % means a stronger effect; actives 0.16% (n = 300,000);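 active = inhibition over 29.93%, a cutoff 3 SD above the screen mean, later confirmed by dose response; inconclusive = inhibition over 29.93% but no dose response follow-up; inactive = inhibition at most 29.93% or unconfirmed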;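 note: 0% = low Mg2+ inducing control and 100% = high Mg2+ repressing control; strong numbers were not always called active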
West Nile virus CPE: inhibition of WNV-induced cytopathic effect – cell-based, CPE readout (AID 1621); West Nile virus-infected cells, CPE inhibition; higher % means a stronger effect; actives 0.02% (n = 290,000); CPE inhibition, % at 10 µM, or IC50 in µM where a hit was titrated; in the data active = a potency from the dose series; inconclusive = CPE inhibition mostly from about 3.7% at the one dose, without a potency; inactive = the rest, 99 in 100 with CPE inhibition below about 2.2%; note: strong numbers were not always called active
T cell HTS: modulates CD8 T cell binding to vesicles | actives 0.068% (n = 330,000) | calls only at 7 µM | AID 2052 | 2C CD8+ T cell-vesicle binding, flow cytometry; stronger effect = lower value;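 active = response, share of CD8 T cells binding vesicles, and their 90th percentile fluorescence all below set limits, cut at about 80% in these data, passing the limit was not always enough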
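Also added: QL9-peptide-loaded Drosophila micro-vesicles bearing Ld, ICAM-1 and B7-1; Test system: purified 2C TCR transgenic mouse naive CD8+ T cells; Measured by: cytometric PE anti-B7-1 and Alexa647 anti-CD8 signals after 1% paraformaldehyde fixation; Timing: binding step 1.5 h, 37 °C, antibody labelling 20 min, ice.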
KOR beta-arrestin-2: KOR antagonists, beta-arrestin recruitment, cell-based, luminescence, uHTS (AID 1778) | actives 0.091% (n = 290,000) | KOR beta-arrestin recruitment, luminescence, antagonist mode; higher % means a stronger effect | inhibition, % at 10 µM, or IC50 in µM where a hit was titrated; in the data active = inhibition above about 50%; note: strong numbers were not always called active
T cell HTS vesicle-bound %: further read-out of T cell HTS, marked with its call; double positive events, %; measured here: CD8+ vesicle-bound cell fraction;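 binding gate set so that unloaded-vesicle control wells show 10% double positive cells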
NTR1 agonist cell count 20 µM: further read-out of NTR1 agonist, marked with its call; cell count; measured here: cell count, cytotoxicity flag
An asterisk follows results filed as active; i = inactive; ? = inconclusive; · = no result given; & = joins results of further samples; [ ] = dose if it differs, or a comment.

SMILES	GPR55 antagonists	NTR1 agonist	NTR1 agonist cell count 20 µM	KOR beta-arrestin-1	GPR35 arrestin U2OS	GPR55 beta-arrestin	Salmonella PhoP GFP	West Nile virus CPE	T cell HTS	T cell HTS vesicle-bound %	KOR beta-arrestin-2
Cn1c(=O)c2c(nc(N/N=C/c3ccncc3)n2Cc2ccccc2)n(C)c1=O	18%	0.1	43	2.1%	11%	-0.1%	-5%	-0.7%	i	13	8%
CCOC(=O)NNc1cc(C(F)(F)F)ccn1	-5%	0.4	51	1.4%	4%	-0.1%	-9%	0.1%	i	14	15%
NC(=O)CN1CCN(S(=O)(=O)c2ccc(Br)cc2)CC1	4%	1.2	46	-2.7%	9%	0.2%	2%	-0.2%	i	52	21%
CCN1CCN(c2ncnc3c2cnn3-c2ccc(C)cc2C)CC1	3%	0.6	54	3.2%	6%	-0.1%	-5%	-0.1%	i	18	26%
O=C(O)C1C2C=CC(O2)C1C(=O)Nc1ccc(S(=O)(=O)Nc2ccccc2)cc1 (stereo unspecified)	0%	1.2	71	-0.6%	1%	-0.1%	15%	·	i	52	24%
Cn1c(-[n+]2c(-c3ccccc3)cc(-c3ccccc3)cc2-c2ccccc2)nc2cc([N+](=O)[O-])ccc21	13%	2.6	49	-2.7%	-1%	-0.3%	6%	-0.7%	i	8	-11%
CCn1nnnc1SCC(=O)c1ccc(C)cc1	6%	-0.3	90	-1.0%	-1%	0.5%	-2%	-0.7%	i	50	-58%
Cc1nn(CC(=O)Nc2cc(S(=O)(=O)N(C)C)ccc2Cl)c(C)c1[N+](=O)[O-]	6%	4.6	60	-1.9%	-3%	0.5%	2%	-0.7%	i	35	-20%
O=C1CC(c2ccccc2)CC(O)=C1C=Nc1ccc(Cl)cc1 (stereo unspecified)	12%	2.3	56	27%	-8%	0.9%	-5%	-0.8%	i	58	2%
CC(C)(C)NC(=O)C(c1ccc(F)cc1)N(Cc1ccco1)C(=O)Cn1nnc(-c2cccs2)n1 (stereo unspecified)	-2%	2.4	77	0.6%	-12%	-0.4%	-8%	-1.4%	i	46	6%
O=[N+]([O-])c1ccc(Sc2nccn2Cc2ccccc2)c([N+](=O)[O-])c1	24%	0.8	61	-3.6%	0%	0.1%	19%	2.0%	i	11	-22%
Cc1cc(C)n(Cc2ccc(C(=O)NN)o2)n1	-9%	1.7	61	0.5%	7%	-0.1%	2%	0.2%	i	24	-23%
CSc1ccc(/C=N/Nc2cccc(C(=O)O)c2)cc1	0%	·	·	-3.9%	6%	-0.4%	-4%	0.2%	·	·	13%
Cc1ccccc1NC(=O)CCCCC(=O)Nc1ccccc1C	-16%	0.1	66	-3.2%	4%	-0.1%	-8%	-0.2%	i	49	-6%[20 µM]
Cc1ccc(S(=O)(=O)NNC(=O)Nc2cccc3ccccc23)cc1	10%	10	62	1.9%	-13%	-0.2%	-5%	0.8%	i	24	-3%
O=C(CCn1ccc2cc(S(=O)(=O)N3CCCC3)ccc21)NCc1cccc(F)c1	7%	-0.5	59	-0.6%	0%	-0.2%	11%	-0.4%	i	38	-4%
COc1ccc(CC(=O)NNC(=O)c2ccncc2)cc1	8%	0.4	70	7.2%	-3%	-0.7%	-7%	0.0%	i	66	-31%
CCOc1ccc(NC(=O)CSc2nc3ccccc3c(=O)n2CCCC(=O)N2CCCC2)cc1	6%	3.9	62	0.5%	10%	-0.3%	-9%	-0.6%	i	31	-10%
COc1ccc(-c2c(NC(=O)c3ccco3)n(C)c3ccccc3c2=O)cc1	-7%	-1.0	53	2.7%	10%	0.0%	2%	0.7%	i	38	-9%
Cc1nnsc1C(=O)N1CCCC(N2CCN(c3ccc(F)cc3)CC2)C1 (stereo unspecified)	27%	0.0	60	-4.0%	2%	-0.1%	-3%	-0.4%	i	15	13%
N#Cc1cnc(Nc2ccc(F)cc2)nc1N	11%	0.3	55	-0.1%	2%	0.3%	-1%	0.1%	i	22	8%
COc1ccc(NCC(=O)N/N=C/c2ccc3c(c2)OCCO3)cc1	11%	-0.5	65	0.7%	9%	0.1%	-7%	0.4%	i	39	8%
Cc1ccc(NC(=O)CSCC#N)cc1	-4%	-0.3	69	-0.9%	0%	0.0%	-1%	-0.5%	i	50	9%
Cn1cccc1C(=O)Nc1nccs1	0%	-0.3	60	-1.5%	2%	-0.2%	9%	0.5%	i	44	-2%
CCCCCCCCCCCC(=O)c1c(O)cccc1O	9%	1.0	99	6.1%	11%	0.3%	-3%	?	i	29	-39%

Quoted at random: four compounds from above.
SMILES	GPR55 antagonists	NTR1 agonist	NTR1 agonist cell count 20 µM	KOR beta-arrestin-1	GPR35 arrestin U2OS	GPR55 beta-arrestin	Salmonella PhoP GFP	West Nile virus CPE	T cell HTS	T cell HTS vesicle-bound %	KOR beta-arrestin-2
Cn1cccc1C(=O)Nc1nccs1	0%	-0.3	60	-1.5%	2%	-0.2%	9%	0.5%	i	44	-2%
Cc1ccc(S(=O)(=O)NNC(=O)Nc2cccc3ccccc23)cc1	10%	10	62	1.9%	-13%	-0.2%	-5%	0.8%	i	24	-3%
NC(=O)CN1CCN(S(=O)(=O)c2ccc(Br)cc2)CC1	4%	1.2	46	-2.7%	9%	0.2%	2%	-0.2%	i	52	21%
N#Cc1cnc(Nc2ccc(F)cc2)nc1N	11%	0.3	55	-0.1%	2%	0.3%	-1%	0.1%	i	22	8%

Next compounds follow:
SMILES	GPR55 antagonists	NTR1 agonist	NTR1 agonist cell count 20 µM	KOR beta-arrestin-1	GPR35 arrestin U2OS	GPR55 beta-arrestin	Salmonella PhoP GFP	West Nile virus CPE	T cell HTS	T cell HTS vesicle-bound %	KOR beta-arrestin-2
O=C1c2cccnc2C(Nc2ccc(Cl)cc2)N1Cc1cccs1 (stereo unspecified)	-4%	1.7	79	3.9%	3%	0.0%	11%	-1.1%	i	69	-38%
CN(C)CCCNCCCNC(=O)/C=N/O	6%	-1.1	52	2.7%	10%	-0.1%	-9%	0.5%	i	29	-252%
COc1cccc(NC(=O)c2cccc(C(=O)Nc3cccc(OC)c3)c2)c1	-1%	0.4	65	-1.0%	2%	-0.1%	4%	-0.9%	i	54	-2%[20 µM]
Cc1cccc2cc(CN(CC3CCCO3)C(=O)c3ccco3)c3nnnn3c12 (stereo unspecified)	2%	1.8	79	·	-3%	-0.1%	5%	-1.0%	i	61	-58%[20 µM]
O=C(CCCN1CC=C(n2c(=O)[nH]c3ccccc32)CC1)c1ccc(F)cc1	-6%&-1%	0.5	63	0.3%&-1.9%	-1%&-13%	-0.2%&-0.1%	-4%&-5%	-0.3%	i	29	-32%&4%
CCCOc1ccc(N2CC(C(=O)Nc3ccccc3C(=O)NC)CC2=O)cc1 (stereo unspecified)	13%	1.7	53	·	3%	0.1%	-7%	-0.6%	i	58	25%[20 µM]
CCOc1cc(N2CCOCC2)c(OCC)cc1NC(=O)c1ccc2ccccc2n1	-1%	26	84	2.6%	-11%	-0.5%	-2%	-0.4%	i	63	-2%
O=C(CNC(=O)c1sc2ccccc2c1Cl)NC1CC1	-10%	1.0	66	-0.4%	-10%	0.1%	-2%	-0.1%	i	62	4%
COc1ccc(CCN=C(N)NS(=O)(=O)c2ccc(F)cc2)cc1	21%	-1.0	71	1.3%	-28%	-0.2%	-10%	-1.1%	i	57	-13%
O=C(O)c1cnccn1	-9%	-1.2	60	0.5%	-2%	-0.2%	1%	0.1%	i	23	-53%
O=C(Nc1ccccc1)Nc1ccccc1C(=O)NCc1ccccc1	3%	-1.5	52	-5.9%	-11%	-0.1%	-14%	-0.6%	i	58	29%
CCOC(=O)CN1C(c2ccccc2O)Nc2ccc(Br)cc2C1c1ccccc1 (stereo unspecified)	-3%	4.9	43	6.2%	2%	1.1%	18%	-0.7%	i	41	-4%
O=C(CSc1nc(-c2cccs2)cc(C(F)(F)F)n1)Nc1cc(OCC(F)(F)F)cc([N+](=O)[O-])c1	6%	3.8	46	-3.3%	-24%	-0.4%	-1%	-1.1%	i	39	30%
CNC(=O)C(C)NS(=O)(=O)c1ccc(F)cc1 (stereo unspecified)	2%	1.2	87	-3.8%	0%	0.6%	-3%	-0.2%	i	10	21%
COc1ccccc1NC(=O)N1CCCC1C(=O)NCC1CCCO1 (stereo unspecified)	8%	2.0	87	-6.6%	-10%	0.2%	-5%	-0.2%	i	40	-68%[20 µM]
CCOC(=O)c1cnc2ccc(C(=O)OC)cc2c1Nc1ccc2c(c1)OCCO2	-8%	10	43	4.9%	-7%	0.0%	-9%	0.7%	i	69	-82%
O=C(Nc1ccccc1-c1nc2ccccc2s1)c1cccnc1	2%	5.5	44	2.1%	6%	-0.3%	1%	-0.5%	i	45	-32%
CCOC(=O)C1C(=O)NC(N2CCOCC2)=NC1C(C)C (stereo unspecified)	2%	0.1	101	2.7%	-12%	-0.1%	-15%	0.7%	i	19	-12%
O=C(CN1C(=O)c2ccccc2C1=O)N1CCN(C(=O)c2ccco2)CC1	-1%	1.5	82	-1.8%	-6%	-0.1%	-2%	0.5%	i	14	16%
COC(=O)c1sc2ncccc2c1OCc1cccc(Cl)c1	6%	-1.9	97	2.0%	-7%	-0.2%	-2%	-0.5%	i	61	-6%
CCOC(=O)c1c(NC(=O)c2ccccc2C)sc2c1CC(C)(C)OC2	-16%	9.5	84	-0.5%	-6%	-0.1%	-9%	0.3%	i	34	2%
Cc1ccc(-c2nc(CS(=O)CC(=O)NCc3ccco3)c(C)o2)cc1 (stereo unspecified)	-13%	0.4	58	-1.8%	-12%	0.1%	-5%	-0.1%	i	16	-71%
COc1ccc(S(=O)(=O)N2CCCCCC2)cc1C(=O)OCC(=O)NCC(C)C	-10%	-2.9	79	·	-11%	-0.1%	-8%	0.6%	i	17	7%
CC(C)CC(=O)Nc1nnc(S(=O)(=O)Nc2ccccc2)s1	13%	-0.7	85	5.9%	-1%	-0.2%	0%	0.0%	i	52	12%

Not a hit list; 0.62% or so of the library scored in one or more.
